# Screens deposited in PubChem by Broad Institute.
# PGC1a acetyl inh: inhibitors of PGC1a acetylation signal, primary screen, cell-based, U2OS, AlphaScreen, inhibitor mode | AlphaScreen anti-acetyl-lysine; with virally co-expressed GCN5 acetyltransferase | inhibition, % at 15.6 µM | actives 0.17% (n = 350,000) | AID 651687, 2012;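 active = every replicate shows inhibition of at least 40%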;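 note: 0% = neutral control wells and 100% = positive control wells; some results beyond the cut were filed as inactive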
# PglD inh: C. jejuni PglD acetyltransferase inhibitors, primary screen, biochemical, DTNB colorimetric, single point; actives 0.098% (n = 360,000); inhibition, % at 12.5 µM; UDP-N-acetylbacillosamine N-acetyltransferase PglD (Campylobacter jejuni); purified PglD enzyme, DTNB colorimetric CoA detection; in the data active = inhibition above about 16%, passing the limit was not always enough; note: strong numbers were not always called active
# LGR2 antag: inhibitors of bursicon-induced LGR2 CRE-luciferase signal, primary screen, cell-based, HEK293, CRE-luciferase reporter, bursicon stimulation; AID 720647, 2013; bursicon-stimulated, 4 h; inhibition, % at 9.99 µM; Drosophila bursicon receptor LGR2 (rickets); actives 0.35% (n = 380,000);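 active = drop in luminescence signal, shown as inhibition above about 50% in the replicate tests, limit read from the data, passing the limit was not always enough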;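 note: agonist challenge used bursicon conditioned medium at about half maximal strength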
# S100A4 inh HTS: inhibitors of S100A4-myosin IIA peptide binding, primary screen, biochemical, fluorescence polarization, TAMRA-MyoIIA peptide; Protein S100-A4 (Homo sapiens), P26447; inhibition, % at 10.7 µM; actives 0.14% (n = 360,000); AID 652163, 2013;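 active = mean inhibition of at least 70% across replicates, with every replicate also reaching that level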
# Target sequence (P26447 whole entry, looked up): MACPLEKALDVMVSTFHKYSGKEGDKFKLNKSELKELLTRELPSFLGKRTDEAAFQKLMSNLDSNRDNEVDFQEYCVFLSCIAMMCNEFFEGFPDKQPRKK
#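 System – human S100A4 monomer protein, biochemical binding assay · Buffer or medium – Calcium-containing HEPES buffer, pH 7.2 · Timing – 5 min between mix addition and reading · Also added – TAMRA-labelled myosin IIA heavy-chain peptide probe, 5 nM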
# EWS-Fli block: EWS/Fli-driven NR0B1 reporter inhibitors, primary screen, A673 cells, NR0B1 luciferase, luminescence, MLPCN library | viability-normalised | inhibition, % at 12.6 µM | actives 0.67% (n = 350,000) | AID 651661, 2012;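 active = mean inhibition of at least 50% after viability correction, with every replicate also passing that limit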;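 note: firefly luciferase signal divided by Alamar Blue viability fluorescence both relative to DMSO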
# ERAP1 inh: human ERAP1 aminopeptidase inhibitors, primary screen, biochemical, single point, plate reader; AID 652197, 2013; actives 0.15% (n = 340,000); Endoplasmic reticulum aminopeptidase 1 (Homo sapiens), Q9NZ08; recombinant ERAP1, Leu-AMC fluorescence, 60 min; inhibition, % at 10.7 µM;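 active = mean replicate inhibition of at least 30%, or all replicates individually reaching that 30% level; inactive = mean below 30% and not every replicate reaching it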;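 note: 0% = neutral control wells and 100% = L-leucinethiol positive control wells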
# Target sequence (Q9NZ08 whole entry, looked up): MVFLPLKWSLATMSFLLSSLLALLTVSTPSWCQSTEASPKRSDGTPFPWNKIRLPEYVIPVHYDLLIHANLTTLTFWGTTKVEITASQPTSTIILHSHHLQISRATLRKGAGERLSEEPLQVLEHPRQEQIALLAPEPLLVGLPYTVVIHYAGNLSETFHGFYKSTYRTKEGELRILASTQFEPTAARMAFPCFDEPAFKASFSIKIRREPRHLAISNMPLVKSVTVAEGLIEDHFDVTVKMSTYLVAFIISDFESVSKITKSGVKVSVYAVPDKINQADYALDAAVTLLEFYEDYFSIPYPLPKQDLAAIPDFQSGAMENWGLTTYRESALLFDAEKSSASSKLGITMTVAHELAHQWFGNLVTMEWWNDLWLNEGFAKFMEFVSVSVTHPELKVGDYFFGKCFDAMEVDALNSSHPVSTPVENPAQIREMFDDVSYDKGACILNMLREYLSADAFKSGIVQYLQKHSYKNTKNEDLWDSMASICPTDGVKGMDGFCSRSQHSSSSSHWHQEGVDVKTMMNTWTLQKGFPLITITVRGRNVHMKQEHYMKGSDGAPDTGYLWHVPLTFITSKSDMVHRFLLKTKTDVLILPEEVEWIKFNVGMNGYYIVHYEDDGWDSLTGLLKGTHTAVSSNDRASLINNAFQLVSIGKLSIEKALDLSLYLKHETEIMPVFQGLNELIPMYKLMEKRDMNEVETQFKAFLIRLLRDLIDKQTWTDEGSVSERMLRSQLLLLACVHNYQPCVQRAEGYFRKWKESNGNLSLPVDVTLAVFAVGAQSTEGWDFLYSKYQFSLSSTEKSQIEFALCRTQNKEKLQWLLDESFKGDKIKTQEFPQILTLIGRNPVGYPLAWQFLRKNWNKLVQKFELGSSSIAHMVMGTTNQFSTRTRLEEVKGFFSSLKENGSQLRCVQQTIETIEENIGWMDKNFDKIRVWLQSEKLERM
# FN deposit inh: inhibitors of fibronectin matrix deposition, primary screen, AH1F cells, Alexa488-fibronectin fluorescence, plate reader; AH1F fibroblasts, overnight; actives 0.086% (n = 350,000); inhibition, % at 12.6 µM; AID 743247, 2014;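 active = mean inhibition across replicates of 30% or more, regardless of how many single replicates reach that level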;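 note: positive control wells lacked labelled fibronectin entirely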
#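 Measured by – fluorescence 485/525 nm · System – AH1F fibroblast monolayer, labelled fibronectin deposition · Amount – 10000 cells per well · Buffer or medium – serum-reduced DMEM (2% serum) · Doses – single dose, pinned · Also added – fluorescent fibronectin at 24 nM final · Schedule – 1 h cell attachment, overnight exposure to compound and label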
# PAX8 reporter: inhibitors of PAX8-driven TPO luciferase reporter, primary screen, RMG-I cells, single concentration; SteadyGlo, 24 h; inhibition, % at 12.6 µM; actives 1.2% (n = 360,000); AID 652154, 2013;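 active = mean replicate inhibition at least 60% with every replicate also reaching 60%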;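 note: luciferase light reporting Pax8 driven TPO promoter activity; plate controls were median of neutral control wells for no effect and mitoxantrone controls for full effect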
# Numbers without * were called inactive; x = not tested or not shown.
SMILES,PGC1a acetyl inh,PglD inh,LGR2 antag,S100A4 inh HTS,EWS-Fli block,ERAP1 inh,FN deposit inh,PAX8 reporter
COc1ccc(NC(=O)NC2(C(=O)N3CCCC(C)C3)CCCCC2)cc1 (centres undefined),-12,-2,10,1,-1,-34,0,-3
O=C(O)c1ccc(-c2noc(-c3ccc(F)cc3)n2)cc1,x,0,x,1,-90,3,6,-8
Cc1cc(C(=O)Nc2cccc3c2O[C@@H](CN(C)CC2CC2)[C@@H](C)CN([C@H](C)CO)C3=O)n(C)n1,7,4,0,10,1,1,x,x
COC(=O)C[C@@H]1CC[C@@H]2[C@H](COc3ccc(NC(=O)NCc4ccccc4)cc3C(=O)N2C)O1,-2,x,-4,x,1,x,-18,-20
CNC[C@@H]1Oc2cc(C#Cc3ccc(F)cc3)ccc2S(=O)(=O)N([C@@H](C)CO)C[C@H]1C,-6,1,1,13,22,0,x,10
COc1cccc(CNC(=O)Cn2c(=O)c3cccn3c3ccccc32)c1,3,1,5,0,-14,3,-2,2
O=C1CN(S(=O)(=O)Cc2ccccc2)C[C@@H]2[C@@H](c3ccc(C#CC4CC4)cc3)[C@H](CO)N12,5,x,-20,-4,5,1,x,17
COc1ccccc1NC(=S)NC1CCCCCCCCCCC1,-9,-4,24,-5,27,x,-1,0
CCOC(=O)C1CCCN(c2c(NCCc3ccc(C)cc3)c(=O)c2=O)C1 (centres undefined),0,-2,2,-1,0,1,4,-2
C[C@@H]1CCCCO[C@H](CN(C)Cc2ccccc2)[C@H](C)CN([C@H](C)CO)C(=O)c2cc(NS(=O)(=O)c3ccc(Cl)cc3)ccc2O1,-5,4,15,-1,15,-3,-4,47
Cc1ccc(S(=O)(=O)N(C)c2ccc(OCC(=O)Nc3nc4ccccc4s3)cc2)cc1,x,2,-11,-2,-2,1,x,-24
Cn1c(=O)c2c(c3ccccc31)OC(C)(C)CC2,x,x,10,7,-2,-1,6,30
COc1ccc(NC(=O)Nc2ccc3c(c2)C(=O)N([C@@H](C)CO)C[C@@H](C)[C@@H](CN(C)Cc2ccc(Cl)c(Cl)c2)OCCCC[C@@H](C)O3)cc1,-4,0,14,17,-2,3,x,75*
O=C(NCCN1CCOCC1)c1cccc(S(=O)(=O)Nc2ccc(F)cc2)c1,x,1,-16,-2,-7,1,1,11
CC(C)(O)C#Cc1ccc([C@H]2[C@@H](CO)N3CCCCN(C(=O)c4cccc(F)c4)C[C@@H]23)cc1,-7,13,-1,7,x,3,x,11
CC(=O)Oc1ccc2nc(CN3C(=O)c4ccc([N+](=O)[O-])cc4C3=O)oc(=O)c2c1,x,x,21,-2,11,5,1,-21
CN1c2ccc(C3=CCCCC3)cc2[C@@H]2[C@@H](CCN2C(=O)C2CC2)[C@@H]1CO,x,x,9,2,-9,-5,8,x
COC(=O)c1[nH]c2ccc(C)cc2c1NS(=O)(=O)c1ccc(F)c(C)c1,-9,4,x,x,x,x,5,31
Cc1c(N(C)S(=O)(=O)c2cccc(C(=O)NCc3cccnc3)c2)c(=O)n(-c2ccccc2)n1C,x,1,-7,-1,-2,-1,-3,13
Cc1ccc(S(=O)(=O)Nc2ccc3c(c2)C(=O)N([C@@H](C)CO)C[C@H](C)[C@@H](CN(C)Cc2ccc4c(c2)OCO4)O3)cc1,2,-5,9,-5,-12,5,x,-6
Cc1c(CCOC(=O)c2ccc([N+](=O)[O-])cc2)sc[n+]1CC(=O)c1ccccc1,1,x,-8,52,5,-2,1,-11
Cc1ccc(C(C)C)cc1OCCn1cncn1,-11,-3,3,4,3,-1,0,-3
CCCN(CCC)C(=O)c1ccccc1C(=O)N(CCC)CCC,6,0,x,x,x,x,2,-8
O=C(N[C@@H]1CC[C@@H](CCNS(=O)(=O)Cc2ccccc2)O[C@@H]1CO)c1ccccc1F,11,2,26,4,5,0,4,2
O=C(COC(=O)c1ccc(N2CCCC2=O)cc1)c1ccc(OC(F)F)cc1,x,3,11,0,4,0,-3,26

# Continued.
SMILES,PGC1a acetyl inh,PglD inh,LGR2 antag,S100A4 inh HTS,EWS-Fli block,ERAP1 inh,FN deposit inh,PAX8 reporter
CO[C@H]1CN(C)C(=O)c2ccc(NC(=O)c3ccccc3F)cc2OC[C@H](C)N(C(=O)c2ccccc2F)C[C@@H]1C,-14,-2,-11,-2,-7,0,9,x
CCCNC(=O)N(C)C[C@@H]1Oc2ncc(C#CCC(C)C)cc2C(=O)N([C@@H](C)CO)C[C@@H]1C,-6,x,11,-2,4,-1,8,-6
C[C@@H]1CN([C@H](C)CO)C(=O)c2cc(NC(=O)Nc3ccccc3)ccc2O[C@H]1CN(C)S(C)(=O)=O,-2,-3,13,-1,-8,6,x,-12
Cc1c(NC(=O)Nc2ccc(C(C)(C)C)cc2)c(=O)n(-c2ccccc2)n1C,6,16,12,0,3,-1,1,12
O=C(Nc1ccc(C(=O)NCCCN2CCN(c3ccc(F)cc3)CC2)cc1)C1=CSCCO1,x,-1,-5,0,2,0,-3,-24
CCCCCn1c(SC(C)C(C)=O)nc2c1c(=O)[nH]c(=O)n2C (centres undefined),17,x,-3,-2,-5,2,-1,5
CC(=O)N(Cc1cc(=O)[nH]c2ccccc12)c1ccccc1C,7,-7,-8,-1,0,0,1,-21
O=C(c1cccc(S(=O)(=O)N2CCOCC2)c1)N(CCc1ccccc1)Cc1ccccc1,-5,-1,8,-2,10,1,5,0
CNC(CC(C)C)C(=O)NC1C(=O)NC(CC(N)=O)C(=O)NC2C(=O)NC3C(=O)NC(C(=O)NC(C(=O)O)c4cc(O)cc(O)c4-c4cc3ccc4O)C(O)c3ccc(c(Cl)c3)Oc3cc2cc(c3OC2OC(CO)C(O)C(O)C2OC2CC(C)(N)C(O)C(C)O2)Oc2ccc(cc2Cl)C1O (centres undefined),-7,-3,10,0,-3,-2,-1,7
O=C(N[C@H]1CC[C@@H](CCn2cc(C3CCCC3)nn2)O[C@@H]1CO)c1cccnc1,8,x,-17,-21,-2,-2,0,x
O=C(NCc1ccc(F)cc1)c1cc(C2CCCCN2C(=O)c2ccc3c(c2)CCO3)on1 (centres undefined),-10,9,14,1,4,-3,0,1
CCCCN(Cc1ccccc1)C(=O)C1CCN(Cc2sccc2C)CC1,x,x,6,5,12,-7,15,8
COC(=O)[C@H]1[C@@H](C)N(Cc2ccccc2)C(=O)N[C@H]1c1ccccc1,x,x,3,1,-4,0,-13,-12
COc1cc(Cl)c(C)cc1NC(=O)c1ccc2c(SCC(=O)O)c3c(nc2c1)CCCC3,2,x,-20,-6,-18,-1,-4,-22
COc1cc(NC(=O)C(=O)Nc2ccc3nc4n(c(=O)c3c2)CCCCC4)cc(OC)c1OC,2,x,-1,0,10,x,-4,6
Cc1ccc(Cc2c(-c3ccc(C)cc3)nc3ccc(Br)cn23)cc1,-13,-1,-82,-1,-91,8,2,-209
COC(=O)c1ccc([C@H]2C=C(C(=O)N3CCN(Cc4ccc5c(c4)OCO5)CC3)O[C@@H](OCc3ccc(CO)cc3)C2)cc1,2,2,x,-18,5,0,x,10
O=C(C1CC1)N1CCc2cc(Br)cc(S(=O)(=O)NCc3ccco3)c21,-6,-2,x,x,x,x,1,-4
O=C(O)/C(=C\c1ccco1)NC(=O)c1ccco1,x,2,13,4,-1,0,-4,9
Cc1c(OCC(=O)NCCCN2CCOCC2)ccc2c1oc(=O)c1ccccc12,-1,0,0,0,-17,9,-11,-24
C[C@@H]1CN([C@H](C)CO)S(=O)(=O)c2ccc(-c3cccc(F)c3)cc2O[C@@H]1CN(C)CC1CC1,2,1,3,6,9,-1,2,x
O=C(NCCCN1CCOCC1)C1CCN(S(=O)(=O)c2cccc(C(F)(F)F)c2)CC1,-2,6,-3,2,0,1,3,0
O=C(N/C(=C/c1cccs1)C(=O)N1CCCC1)c1ccccc1,x,-1,-6,0,3,-2,1,8
CCc1cc(=O)oc2c(C)c(OCC(=O)N3CC[C@@]4(O)CCCC[C@H]4C3)ccc12,-3,5,10,0,15,x,x,x
Cc1ccccc1-c1cccc(CN2CCN(C)C(CCO)C2)c1 (centres undefined),1,2,-2,-3,5,1,1,-14

# A stretch from further up, for reference:
SMILES,PGC1a acetyl inh,PglD inh,LGR2 antag,S100A4 inh HTS,EWS-Fli block,ERAP1 inh,FN deposit inh,PAX8 reporter
COc1cc(Cl)c(C)cc1NC(=O)c1ccc2c(SCC(=O)O)c3c(nc2c1)CCCC3,2,x,-20,-6,-18,-1,-4,-22
COc1cc(NC(=O)C(=O)Nc2ccc3nc4n(c(=O)c3c2)CCCCC4)cc(OC)c1OC,2,x,-1,0,10,x,-4,6
Cc1ccc(Cc2c(-c3ccc(C)cc3)nc3ccc(Br)cn23)cc1,-13,-1,-82,-1,-91,8,2,-209

# The listing continues:
SMILES,PGC1a acetyl inh,PglD inh,LGR2 antag,S100A4 inh HTS,EWS-Fli block,ERAP1 inh,FN deposit inh,PAX8 reporter
COc1ccc(NC(=O)N(C)C[C@@H]2OCCCC[C@H](C)Oc3ccc(NC(=O)CCCN(C)C)cc3C(=O)N([C@H](C)CO)C[C@@H]2C)cc1,16,4,-1,0,-8,2,x,-47
O=C(Nc1ccccc1)C1CC(=O)n2ncnc2N1 (centres undefined),-6,-5,-17,-1,-8,-1,x,x
COc1ccccc1CNC(=O)C[C@H]1CC[C@H]2[C@@H](COC[C@@H](O)CN2C(=O)Nc2ccc(Cl)cc2)O1,3,3,-2,-8,-55,-2,-23,-60
c1cc(OCCCN2CCCCC2)ccc1CN1CCCCC1,5,2,-5,-17,1,0,-3,6
CCCS(=O)(=O)NCCc1cc2c(C)ccc(C)c2[nH]c1=O,9,-2,11,-3,-24,-2,-5,3
COc1ccc(CCNC(=O)CSc2ccc3ccccc3c2)cc1OC,-14,13,-6,1,-8,0,-4,17

# Six structures already listed, ordered by length of the SMILES, low to high.
SMILES,PGC1a acetyl inh,PglD inh,LGR2 antag,S100A4 inh HTS,EWS-Fli block,ERAP1 inh,FN deposit inh,PAX8 reporter
O=C(Nc1ccccc1)C1CC(=O)n2ncnc2N1 (centres undefined),-6,-5,-17,-1,-8,-1,x,x
Cc1ccccc1-c1cccc(CN2CCN(C)C(CCO)C2)c1 (centres undefined),1,2,-2,-3,5,1,1,-14
COc1ccc(CCNC(=O)CSc2ccc3ccccc3c2)cc1OC,-14,13,-6,1,-8,0,-4,17
O=C(N/C(=C/c1cccs1)C(=O)N1CCCC1)c1ccccc1,x,-1,-6,0,3,-2,1,8
CCc1cc(=O)oc2c(C)c(OCC(=O)N3CC[C@@]4(O)CCCC[C@H]4C3)ccc12,-3,5,10,0,15,x,x,x
COc1ccccc1CNC(=O)C[C@H]1CC[C@H]2[C@@H](COC[C@@H](O)CN2C(=O)Nc2ccc(Cl)cc2)O1,3,3,-2,-8,-55,-2,-23,-60

# Rows are unselected; 2.1% or so of the library scored in one or more.
